Bioassay records as filed in PubChem BioAssay.
SR-BI DiI inh: inhibitors of mouse SR-BI mediated HDL lipid uptake; Q61009; ldlA[mSR-BI] CHO cells, DiI-HDL uptake fluorescence, 3 h; inhibition, % at 12.5 µM; hit rate 0.96% among 320,000; AID 488896;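 active = mean replicate inhibition of at least 70% and a set share of replicates each scoring 70 or more; inconclusive = meets just one of the two criteria; inactive = fails both criteria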;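 also: 0% = median of neutral control wells and 100% = median of positive control wells; values of inactives mirror those of a sister screen read the other way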
CDK5 p35 inh: blocks human CDK5/p35 kinase activity; Q00535+Q15078; Recombinant CDK5/p35, ADP-Glo luminescence, 60 min; AID 488839; inhibition, % at 10 µM; hit rate 0.01% among 330,000;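 active = highest replicate inhibition of at least 50% and at least 75% of replicates reaching 50%; inconclusive = only one of the two criteria met; inactive = both criteria failed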;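 also: plate controls were DMSO neutral control for no effect and GW8510 at 10 µM for full effect; many of its hits are not listed in these tables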
MITF TRPM1 HTS: activators of MITF-driven TRPM1 promoter activity in SK-MEL-5 cells | activation, % at 12.5 µM | hit rate 0.75% among 300,000 | AID 588334 | SK-MEL-5 TRPM1-promoter luciferase, 24 h; % of positive control, neutral wells = 0;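 active = mean activation of at least 80% with every replicate also reaching 80%; inconclusive = mean reaches 80% but some replicate falls short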;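 also: 0% = neutral control wells and 100% = parthenolide positive control wells; values of inactives mirror those of a sister screen read the other way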
dFosB activator: activators of mouse delta FosB homodimer | activation, % at 25 µM | hit rate 0.99% among 340,000 | purified delta FosB, TAMRA-CDK5 oligo fluorescence polarization; percent of positive-control signal above neutral wells | P13346;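 active = mean activation above about 17%, with every replicate also reaching it, limit read from the data, passing the limit was not always enough; inconclusive = only one of the two conditions met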;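 also: fluorescence polarization rise as delta FosB binds a TAMRA Cdk5 AP-1 oligo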
Target sequence (P13346 whole entry, looked up): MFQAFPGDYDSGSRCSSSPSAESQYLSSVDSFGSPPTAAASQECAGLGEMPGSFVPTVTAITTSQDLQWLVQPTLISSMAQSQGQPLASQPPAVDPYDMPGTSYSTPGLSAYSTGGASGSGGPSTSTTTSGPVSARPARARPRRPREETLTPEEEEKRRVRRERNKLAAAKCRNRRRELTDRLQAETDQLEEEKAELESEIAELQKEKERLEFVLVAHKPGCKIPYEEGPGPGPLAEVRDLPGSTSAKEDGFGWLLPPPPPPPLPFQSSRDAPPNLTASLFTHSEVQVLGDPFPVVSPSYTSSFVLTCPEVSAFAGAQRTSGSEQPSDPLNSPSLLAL
Wnt act: activates Wnt/beta-catenin signaling in a reporter cell assay; activator, plate reader; activation, % at 9.35 µM; hit rate 1.2% among 300,000; AID 743398; in the data active = activation above about 30%, passing the limit was not always enough; inconclusive = no clear call, values can overlap the other calls;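 also: 0% = neutral control wells and 100% = positive control wells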
Rtt109 Vps75: C. albicans Rtt109 histone acetyltransferase inhibition; hit rate 0.16% among 330,000; AID 540336; purified Rtt109/Vps75, ThioGlo CoA-SH fluorescence, 4 h; inhibition, % at 34.9 µM; Q5AAJ8;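 active = inhibition of at least 50% in every replicate; inconclusive = best replicate reaches 50% inhibition but some replicates fall short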
Target sequence (Q5AAJ8 whole entry, looked up): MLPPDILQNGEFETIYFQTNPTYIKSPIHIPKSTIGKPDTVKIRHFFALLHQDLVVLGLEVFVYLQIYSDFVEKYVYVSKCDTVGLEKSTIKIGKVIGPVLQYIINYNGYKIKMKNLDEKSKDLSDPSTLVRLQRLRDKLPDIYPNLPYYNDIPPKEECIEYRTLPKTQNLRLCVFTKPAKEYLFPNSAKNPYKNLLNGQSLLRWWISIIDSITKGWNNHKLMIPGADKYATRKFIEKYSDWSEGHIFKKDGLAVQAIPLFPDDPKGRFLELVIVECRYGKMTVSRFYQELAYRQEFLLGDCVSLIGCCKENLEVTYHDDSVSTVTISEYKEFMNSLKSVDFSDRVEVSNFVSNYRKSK
SR-BI uptake up: SR-BI HDL lipid transfer activation; CHO ldlA[mSR-BI] cells, DiI-HDL uptake fluorescence, 3 h; 100 = double the neutral-control signal; activation, % at 12.5 µM; hit rate 0.096% among 320,000;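 active = mean replicate activation of at least 60% and every replicate at or above 60%; inconclusive = mean or all-replicate condition met, but not both; inactive = mean below 60% and not all replicates reaching 60%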;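 also: 0% = median plate neutral-control signal and 100% = twice that signal; values of inactives mirror those of a sister screen read the other way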
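Assay system: CHO ldlA[mSR-BI] cells, LDL receptor-null, SR-BI overexpressing; medium: Ham's F12 with 0.5% BSA, HEPES 25 mM, pH 7.4; also added: DiI-HDL 10 µg/mL; timing: 3 h uptake period with compound, 37 °C; signal: DiI fluorescence, bottom read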
cardiac RTF act: cardiac RTF calcium sensitization; activation, % at 7.2 µM; hit rate 0.24% among 340,000; P19429+P45379; IANBD-labeled TnC RTF fluorescence at EC20 calcium; 0% EC20 calcium, 100% full calcium;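 active = activation above the mean over all tested compounds plus 3 SD, cut at about 30% in these data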;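 also: rise in fluorescence read as greater calcium sensitivity of cardiac thin filaments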
PvdQ acylase: blocks Pseudomonas aeruginosa PvdQ acylase activity | purified PvdQ acylase, fluorescence plate reader | inhibition, % at 10 µM | hit rate 0.063% among 340,000; in the data active = inhibition above about 30%, passing the limit was not always enough; inconclusive = no clear call, values can overlap the other calls;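 also: 0% = vehicle neutral wells and 100% = reference inhibitor wells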
HTR5A ag ctr: HTR5A agonism, opioid heterodimer counter-screen; HTR5A agonist assay, luminescence, cell-based; activation, % at 9.3 µM; P47898; hit rate 0.61% among 340,000; AID 504692; in the data active = activation mostly above about 9.5%, no sharp cut-off; inactive = mostly below about 7.6%;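 also: 0% = cells with vehicle only and 100% = reference agonist; strong numbers were not always called active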
Target sequence (P47898 whole entry, looked up): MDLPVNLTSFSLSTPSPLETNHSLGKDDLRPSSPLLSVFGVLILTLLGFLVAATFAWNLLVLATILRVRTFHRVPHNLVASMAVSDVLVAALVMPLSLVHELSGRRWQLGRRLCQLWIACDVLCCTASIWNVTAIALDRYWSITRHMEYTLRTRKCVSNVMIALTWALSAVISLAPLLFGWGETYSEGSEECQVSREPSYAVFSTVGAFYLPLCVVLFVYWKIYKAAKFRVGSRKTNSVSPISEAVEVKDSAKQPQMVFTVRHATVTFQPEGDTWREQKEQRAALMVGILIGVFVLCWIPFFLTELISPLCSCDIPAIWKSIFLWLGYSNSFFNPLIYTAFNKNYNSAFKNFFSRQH
An asterisk follows results filed as active; ? = inconclusive; nt = not tested or not shown; & = joins results of further samples.

entry	SMILES	SR-BI DiI inh	CDK5 p35 inh	MITF TRPM1 HTS	dFosB activator	Wnt act
1	COc1ccc(-n2c(CCc3ccccc3)nnc2SCC(=O)NCc2ccccc2)cc1	-17	0.9	6	-6	-4&-2
2	Cc1cccn2c(=O)c(/C=C(\C#N)S(=O)(=O)c3ccccc3)c(N3CCN(c4ccccc4)CC3)nc12	-36	3.3	11	3	-3
3	Cc1ccc(OCC(=O)OCC(=O)c2ccccc2)cc1C	-3	-3.0	-6	-10	0
4	COc1cc(NC(=O)C2CCCO2)c(OC)cc1NC(=O)c1ccccc1 (stereo not given)	64	0.2	-2	-5	nt
5	CC[C@](C)(O)c1cc2ccccc2c(=O)o1	-3	-1.3	11	-3	0
6	CCn1c(-c2ccccc2)csc1=Nc1ccc(S(=O)(=O)O)cc1	-56	0.1	-6	-3	-6
7	CC(=O)NCc1ccc(-c2nc3ccccc3s2)cc1	8	1.2	-1	-34	14
8	Cc1cc(=O)oc2cc(OCC(=O)N3CCCC3)c(Cl)cc12	-1	2.0	16	-5	-2
9	COc1ccc(/C=C2\Sc3ccc(C(=O)N4CCCC4)cc3N(C)C2=O)cc1OC	68	3.1	-29	-7	nt
10	CN(C)C(=O)CN1C(=O)C2CCCCN2C(=O)c2ccccc21 (stereo not given)	0	-0.9	nt	-9	nt

entry	Rtt109 Vps75	SR-BI uptake up	cardiac RTF act	PvdQ acylase	HTR5A ag ctr
1	9	17	1	1	4
2	-3	36	-4	3	-3
3	-13	3	3	-11	2
4	4	-64	-2	-4	6
5	-4	3	11	-6	-1
6	1	56	0	-8	0
7	nt	-8	-3	-12	-4
8	-6	1	-2	-13	4
9	18	-68	1	12	11
10	1	0	16	-3	5

Of the compounds above, five contain sulfur:
entry	SMILES	SR-BI DiI inh	CDK5 p35 inh	MITF TRPM1 HTS	dFosB activator	Wnt act
1	COc1ccc(-n2c(CCc3ccccc3)nnc2SCC(=O)NCc2ccccc2)cc1	-17	0.9	6	-6	-4&-2
2	Cc1cccn2c(=O)c(/C=C(\C#N)S(=O)(=O)c3ccccc3)c(N3CCN(c4ccccc4)CC3)nc12	-36	3.3	11	3	-3
6	CCn1c(-c2ccccc2)csc1=Nc1ccc(S(=O)(=O)O)cc1	-56	0.1	-6	-3	-6
7	CC(=O)NCc1ccc(-c2nc3ccccc3s2)cc1	8	1.2	-1	-34	14
9	COc1ccc(/C=C2\Sc3ccc(C(=O)N4CCCC4)cc3N(C)C2=O)cc1OC	68	3.1	-29	-7	nt

entry	Rtt109 Vps75	SR-BI uptake up	cardiac RTF act	PvdQ acylase	HTR5A ag ctr
1	9	17	1	1	4
2	-3	36	-4	3	-3
6	1	56	0	-8	0
7	nt	-8	-3	-12	-4
9	18	-68	1	12	11

Further structures:
entry	SMILES	SR-BI DiI inh	CDK5 p35 inh	MITF TRPM1 HTS	dFosB activator	Wnt act
11	CCC(C)N(C(=O)COC(=O)CSc1ccc([N+](=O)[O-])cc1)C1CCS(=O)(=O)C1 (stereo not given)	-8	0.6	-8	-2	3
12	CCc1cccc(OCCn2ccnc2)c1	-4	-1.3	-4	0	4
13	COc1cccc(NC(=S)N2CCN(c3ccc([N+](=O)[O-])cc3)CC2)c1	57	-1.8	10	1	-1
14	C[C@@H]1COC(=O)[C@@H](Cc2ccc(F)cc2)C/C=C\C[C@@H](CC(=O)NCCO)C(=O)N1	-2	-1.6	2	-3	-3
15	O=C1CC(Nc2ccc(N3CCOCC3)cc2)C(=O)N1Cc1ccccc1 (stereo not given)	16	-0.2	-2	-9	nt
16	CC1CCCN(C(=S)SCC(=O)c2cc(Br)cc(Br)c2O)C1 (stereo not given)	27	-1.2	-1	-9	-2
17	Cc1c([N+](=O)[O-])c([N+](=O)[O-])nn1CC(=O)N1CCCCC1	-32	-0.3	-2	9	-1
18	CC(=O)N1N=C(c2cccc([N+](=O)[O-])c2)OC1(C)CC(=O)Nc1ccccc1 (stereo not given)	-16	-1.2	-6	6	-2
19	O=C(/C=C/c1ccc2c(c1)OCO2)NCCSCc1ccc(Cl)cc1Cl	-1	-0.8	-3	-6	nt
20	COc1ccc(OC)c(NC(=O)c2ccc(-c3cccs3)cc2)c1	?	-0.1	-10	-9	0

entry	Rtt109 Vps75	SR-BI uptake up	cardiac RTF act	PvdQ acylase	HTR5A ag ctr
11	-3	8	4	-14	-3
12	0	4	3	3	5
13	-1	-57	1	-11	4
14	-1	2	1	-2	-4
15	-3	-16	-2	-8	0
16	-13	-27	4	-5	-2
17	4	32	2	8	1
18	-1	16	-2	12	-4
19	1	1	-3	-10	2
20	0	-74	6	11	-4

Going on with the list.
entry	SMILES	SR-BI DiI inh	CDK5 p35 inh	MITF TRPM1 HTS	dFosB activator	Wnt act
21	COc1ccc(NC(=O)CSc2ncccn2)cc1S(=O)(=O)N1CCCCC1	-6	-0.8	9	-4	4
22	Cc1ccc(CN2CC[C@H]3C=CCc4cccc(c43)C2)cc1	-3	-0.2	1	-1	-3
23	O=C(COC(=O)/C=C/c1ccc(Br)o1)Nc1cccc(S(=O)(=O)N2CCOCC2)c1	27	-0.9	0	-14	-2
24	COCCCNC(=O)CN1C(=O)COc2ccc(S(=O)(=O)N3CC(C)CC(C)C3)cc21 (stereo not given)	-16	1.9	8	0	-2
25	CCOc1ncccc1C(=O)Nc1ccc(-c2ccc3nnc(C)n3n2)cc1	0	-1.1	12	-8	3
26	CCn1c2ccccc2c2cc(NC(=O)COC(=O)c3ccccc3O)ccc21	15	-0.4	-5	9	0
27	COc1ccc(C(=O)Oc2ccc(/C=N/O)cc2)cc1	-9	-1.3	nt	-6	4
28	COCCCn1c(=O)c2ccccc2n(Cc2ccccc2)c1=O	23	-0.7	nt	-2	-1
29	Clc1ccc(CNc2ccccn2)cc1	-4	-1.2	39	2	3
30	Cc1c(NC(=S)SCc2ccccc2)c(=O)n(-c2ccccc2)n1C	-8	1.0	7	-1	0

entry	Rtt109 Vps75	SR-BI uptake up	cardiac RTF act	PvdQ acylase	HTR5A ag ctr
21	0	6	-1	8	0
22	11	3	2	-9	-2
23	-5	-27	4	-15	-3
24	-5	16	0	-14	3
25	-6	0	-2	12	2
26	1	-15	-6	-4	3
27	8	9	1	-15	-1
28	0	-23	1	1	2
29	-4	4	1	-13	5
30	-1	8	-9	-3	-2

Entries of single compounds, looked up by structure. Order of values: SR-BI DiI inh | CDK5 p35 inh | MITF TRPM1 HTS | dFosB activator | Wnt act | Rtt109 Vps75 | SR-BI uptake up | cardiac RTF act | PvdQ acylase | HTR5A ag ctr
Record of Clc1ccc(CNc2ccccn2)cc1 = -4 | -1.2 | 39 | 2 | 3 | -4 | 4 | 1 | -13 | 5
Record of CCOc1ncccc1C(=O)Nc1ccc(-c2ccc3nnc(C)n3n2)cc1 = 0 | -1.1 | 12 | -8 | 3 | -6 | 0 | -2 | 12 | 2

Continuation:
entry	SMILES	SR-BI DiI inh	CDK5 p35 inh	MITF TRPM1 HTS	dFosB activator	Wnt act
31	Cn1c(=O)c2c(nc(-c3ccccc3)n2C)n(Cc2ccccc2)c1=O	6	-0.1	6	2	-3
32	O=C(O)c1cccc(S(=O)(=O)Nc2ccccc2-c2ccccc2)c1	-4	-0.5	-24	1	-1
33	Cc1ccc(OCCCSc2n[nH]c(N)n2)cc1	-5	-0.8	0	4	-8
34	CCOC(=O)COc1ccccc1/C=N\NC(=O)c1cc2c(ccc3ccccc32)o1	41	0.5	0	-5	9
35	CCOC(=O)N1CCN(CCC(=O)Nc2cc(C)ccc2C)CC1	3	1.5	-15	5	15
36	Cc1cc(F)ccc1NC(=O)Nc1ccc2c(c1)OCO2	-11	1.0	15	8	6
37	COC(=O)c1ccc2c(=O)[nH]c(COC(=O)c3[nH]c(C)c(C(C)=O)c3C)nc2c1	69	1.9	-8	-10	-4
38	COc1ccc(-c2cn3cccnc3n2)cc1NC(=O)C(C)Oc1ccccc1 (stereo not given)	4	1.0	2	-12	-3
39	Cc1c(NC(=O)COC(=O)C(c2ccc(Cl)cc2)C(C)C)c(=O)n(-c2ccccc2)n1C (stereo not given)	-5	1.2	-7	-7	nt
40	NC(=O)CSc1nnc(-c2ccccn2)n1N	-7	-1.2	-9	-7	-3

entry	Rtt109 Vps75	SR-BI uptake up	cardiac RTF act	PvdQ acylase	HTR5A ag ctr
31	-1	-6	-5	-10	0
32	-3	4	5	-12	-2
33	-7	5	2	-9	1
34	-2	-41	-4	6	-3
35	-3	-3	-3	-15	0
36	-14	11	-5	-9	-2
37	1	-69	-5	-3	2
38	-37	-4	-1	-7	-5
39	5	5	9	-9	0
40	6	7	7	-18	1

Following part
entry	SMILES	SR-BI DiI inh	CDK5 p35 inh	MITF TRPM1 HTS	dFosB activator	Wnt act
41	CCOc1cccc(C2C(C(=O)c3ccco3)=C(O)C(=O)N2c2nnc(C)s2)c1 (stereo not given)	-38	-0.1	8	-4	90*
42	Cc1cc(C(=O)N=Nc2c(O)n(C(C)C)c3ccccc23)n[nH]1	35	1.1	16	0	0
43	CS(=O)(=O)CC(=O)Nc1ccc2nc3n(c(=O)c2c1)CCCCC3	-1	-2.0	-4	-7	-1
44	Cc1ccc(C(=O)N2C(=O)C(c3ccccc3)Oc3ccccc32)cc1 (stereo not given)	nt	3.2	nt	-18	-7
45	CCCOC(=O)c1ccc(NC(=O)c2ccoc2C)cc1	38	2.7	78	-11	nt
46	CCOC(=O)Cc1ncccc1C(=O)Nc1ccc(Oc2ccccc2)cc1	-15	-0.6	-14	-3	-1
47	COc1ccc(C(=O)C(=NNc2ccccc2)c2ccc(OC)cc2)cc1	35	0.0	-33	0	-2
48	COc1cccc(NC(=O)Cn2nnc(-c3ccccc3N)n2)c1	-2	-0.7	-2	-2	-6
49	Cc1csc(NC(=O)CCCNC(=O)c2ccc(Cl)cc2)n1	10	0.6	-5	1	8

entry	Rtt109 Vps75	SR-BI uptake up	cardiac RTF act	PvdQ acylase	HTR5A ag ctr
41	1	38	5	-8	2
42	1	-35	-1	-20	-2
43	-1	1	4	-4	1
44	-4	nt	25	-19	1
45	1	-38	7	-9	1
46	8	15	10	1	-6
47	2	-35	-5	13	-5
48	-4	2	1	-12	1
49	0	-10	0	-7	-3

Outcome played no part in choosing rows, and some 4.4% of all compounds hit somewhere here.
